KCNQ1 inh: human KCNQ1 channel inhibition. P51787. CHO-K1 KCNQ1, FluxOR thallium flux fluorescence; active compounds read high. B-score at 10 µM. actives 1.3% (n = 310,000). AID 2642;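 active = compounds whose thallium flux B-score, printed positive for inhibition, exceeds three library SD while starting fluorescence stays within three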;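 note: channel opened by potassium depolarization with thallium stimulus after 20 min compound exposure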
Target sequence (P51787 whole entry, looked up): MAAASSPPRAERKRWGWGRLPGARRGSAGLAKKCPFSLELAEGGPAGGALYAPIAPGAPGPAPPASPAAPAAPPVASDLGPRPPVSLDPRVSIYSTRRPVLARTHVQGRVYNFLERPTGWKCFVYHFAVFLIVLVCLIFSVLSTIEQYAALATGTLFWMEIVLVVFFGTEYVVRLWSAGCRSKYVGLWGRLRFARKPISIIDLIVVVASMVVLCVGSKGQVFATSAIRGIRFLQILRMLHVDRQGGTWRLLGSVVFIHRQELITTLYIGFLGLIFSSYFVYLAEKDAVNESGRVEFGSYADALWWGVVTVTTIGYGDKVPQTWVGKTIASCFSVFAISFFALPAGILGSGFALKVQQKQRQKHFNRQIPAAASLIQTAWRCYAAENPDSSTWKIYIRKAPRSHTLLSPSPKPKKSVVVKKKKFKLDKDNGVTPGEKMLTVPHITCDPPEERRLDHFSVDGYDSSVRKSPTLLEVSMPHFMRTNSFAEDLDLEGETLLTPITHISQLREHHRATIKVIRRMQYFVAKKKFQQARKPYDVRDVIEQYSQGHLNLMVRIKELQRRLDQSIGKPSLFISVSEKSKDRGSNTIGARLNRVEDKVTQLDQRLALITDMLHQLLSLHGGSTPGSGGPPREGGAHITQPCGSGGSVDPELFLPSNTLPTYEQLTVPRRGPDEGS
KCNQ1 pot: potentiators or activators of human KCNQ1 potassium channel; P51787; CHO-K1 KCNQ1, thallium flux FluxOR fluorescence; active compounds read high; B-score at 10 µM; actives 0.35% (n = 310,000); AID 2648;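 active = fluorescence ratio B-score, a plate-corrected score, at least three library SD, with initial intensity B-score within 5 SD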
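assay system = CHO-K1 cells stably expressing KCNQ1 | medium = assay buffer, equal DMSO in all wells | timing = 37 °C overnight plating, 90-min dark dye load, 20-min compound pretreatment | measured by = kinetic FluxOR thallium fluorescence, 10-s 1-Hz baseline, 110-s post-stimulus read | measure = fluorescence change relative to baseline, converted to B score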
GSK3 alpha inh: human GSK-3 alpha kinase inhibition; ADP-Glo luminescence, 60 min; inhibition, % at 10 µM; actives 0.1% (n = 320,000); AID 2650;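 in the data active = inhibition above about 50%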;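 note: GST-tagged GSK-3 alpha with peptide substrate and 25 µM ATP; 0% = DMSO neutral wells and 100% = GW8510 positive control wells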
hERG rescue: hERG (human) protection from proarrhythmic block | actives 0.51% (n = 310,000) | AID 1511 | Q12809 | activation (rescue from dofetilide block), less the hit threshold, % at 10 µM | CHO-hERG, FluxOR thallium flux, dofetilide IC70 present;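 active = activation above the mean of controls blocked by dofetilide plus 5 SD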;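 note: thallium influx through hERG after potassium depolarization seen as dye fluorescence rise; in these data hits start at about 4.7%; inactives centre near -7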
GSK3B inh: inhibitors of human GSK3beta kinase; P49841; GST-GSK3beta kinase, ADP-Glo luminescence, 60 min; active compounds read low; activity score (negative = inhibition), % at 10 µM; actives 0.038% (n = 300,000);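 active = more than half of replicate wells score below -50%, meaning over 50% inhibition versus plate controls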;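 note: 0% = median DMSO wells and -100% = median GW8510 positive control wells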
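test system = GST-tagged human GSK3beta kinase, cell-free | reagent = 25 µM ATP with peptide substrate | dosing = one dose of 10 µM per compound | schedule = 60 min reaction, RT | detection = luminescent ADP-Glo measurement of ADP formed | control set = DMSO neutral wells and GW8510 at 20 µM as positive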
KCNK3 block: human KCNK3 channel inhibition, primary screen; CHO-KCNK3 thallium flux, FluxOR fluorescence; active compounds read low; actives 0.84% (n = 340,000); B-score at 10 µM;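 active = B-score under library mean minus 4 SD, starting fluorescence ratio at most library mean plus 5 SD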;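 note: more negative B-score means stronger inhibition of thallium flux through KCNK3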
PolyA inhibitor: inhibitors of polyadenylation in S. cerevisiae. S. cerevisiae SKY197-pL101 polyadenylation reporter, beta-gal luminescence; efflux-impaired pdr1/pdr3 knockout yeast; score 100 = 6 SD above DMSO. calls only at 12 µM. actives 0.02% (n = 300,000);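 active = lowest replicate activity score at least 50, where 100 means six control SD above control mean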;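 note: yeast exposed to compound for 9 h at 30 °C; higher score means more reporter readthrough which indicates perturbed polyadenylation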
DYRK1A inh: inhibitors of rat Dyrk1A kinase. actives 0.43% (n = 310,000). Q63470. inhibition, % at 12.5 µM. ADP-Glo luminescence, NFATc1 peptide; in the data active = inhibition above about 50%;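 note: plate controls were vehicle with enzyme for no effect and no enzyme for full effect; many of its hits are not listed in these tables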
RGS4 inh: inhibitors of human RGS4. HEK293 M3R/RGS4 inducible, Fluo-4 calcium flux; active compounds read high; triggered by carbachol at its EC20. B-score at 10 µM. actives 0.45% (n = 310,000). AID 463165;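 active = B-score, a plate-corrected calcium signal, over three deviations above library mean, with baseline fluorescence within five deviations of library mean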;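 note: RGS4 expression induced by doxycycline in cells with stable M3 receptor; B-score is computed from the integrated fluorescence ratio over baseline after carbachol; higher B-score means a larger calcium signal and so more RGS4 inhibition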
Target sequence (P49798 whole entry, looked up): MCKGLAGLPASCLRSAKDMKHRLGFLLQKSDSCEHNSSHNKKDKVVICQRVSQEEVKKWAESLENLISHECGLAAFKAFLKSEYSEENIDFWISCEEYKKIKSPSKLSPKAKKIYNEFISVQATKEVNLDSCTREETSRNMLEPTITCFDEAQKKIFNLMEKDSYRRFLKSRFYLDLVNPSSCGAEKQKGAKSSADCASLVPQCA
KCNK9 inh: blocks the human KCNK9 two-pore domain potassium channel. HEK293 KCNK9, FluxOR thallium flux fluorescence; active compounds read low. B-score at 10 µM. actives 1.2% (n = 310,000). AID 488922;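 active = ratio B-score over 3 SD below the library mean, with starting fluorescence within 5 SD of its mean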;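 note: negative B-score means less thallium flux so channel inhibition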
RGS4 pot: potentiators or activators of RGS4. actives 0.92% (n = 310,000). AID 463111. HEK293 M3R/inducible RGS4, carbachol calcium flux Fluo4; active compounds read low. B-score at 10 µM;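 active = B-score of the integrated calcium signal more than 4 SD below the library mean, with starting fluorescence not abnormally high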;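 note: negative B-score means reduced calcium response which marks RGS4 activation or potentiation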
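Detection: kinetic calcium fluorescence imaging with Fluo4-AM dye, 2 µM / Material: HEK293 cells with stable M3R and inducible RGS4 / Schedule: recording 10 s baseline at 1 Hz, 100 s post-agonist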
Numbers without * were called inactive; i = inactive; . = not tested or not shown.

entry	smiles	KCNQ1 inh	hERG rescue	KCNK3 block	DYRK1A inh	RGS4 pot	GSK3B inh	RGS4 inh	KCNK9 inh	PolyA inhibitor	KCNQ1 pot	GSK3 alpha inh
1	CN(CC1CCOCC1)C(=O)CC1C(=O)NCCN1Cc1ccc(F)c(F)c1 (configuration not stated)	i	-9	i	-10	i	0	i	i	i	i	4
2	CC(=O)Nc1ccc(NC(=O)CSc2nnc(CC(C)O)n2-c2ccccc2)cc1 (configuration not stated)	i	-1	i	0	i	0	i	i	i	i	-3
3	COc1ccc(N(CC(=O)Nc2ccc(C)cn2)S(=O)(=O)c2c(C)noc2C)cc1	i	-19	i	-7	i	-1	i	i	i	i	-1
4	COc1ccc(C(C)=O)cc1CSc1nnc(C)s1	i	0	i	1	i	-1	i	i	i	i	1
5	O=C(c1cccc(S(=O)(=O)Nc2ccccc2Cl)c1)N1CCN(C(=O)c2ccco2)CC1	i	-10	i	.	i	3	i	i	i	i	.
6	C/C(=N\NC(=O)c1nnn(-c2nonc2N)c1CN(C)c1ccccc1)c1ccccn1	i	-10	i	-3	i	3	i	-7.6*	i	i	3
7	COc1ccc(CNC(=O)CSc2nc3ccccc3n2C(C)=O)cc1	i	-6	i	-3	i	1	i	i	i	i	-1
8	O=C1CCCC2=C1C(c1cccs1)n1nc(SCc3ccc(C(=O)O)cc3)nc1N2 (configuration not stated)	i	-4	i	0	i	2	i	i	i	i	-5
9	CC(O)CNc1nc2c(c(=O)n(Cc3ccc(Cl)cc3)c(=O)n2C)n1C (configuration not stated)	i	-5	i	-7	i	4	i	i	i	i	-3
10	Cc1cc(=O)oc2cc(Nc3ccccc3)ccc12	i	-4	i	.	i	3	i	i	i	i	.
11	COc1cc(S(=O)(=O)N2CCC(O)(c3cccc(C(F)(F)F)c3)CC2)ccc1-n1cnnn1	i	1	i	7	i	-6	i	i	i	i	-1
12	O=C(NCc1ccco1)c1ccc(Cl)cc1[N+](=O)[O-]	i	-8	i	-2	i	0	i	i	i	i	-2
13	Cc1cc(C)c2c(c1)C1C=CCC1C(c1ccc(S(=O)(=O)N3CCOCC3)cc1)N2 (configuration not stated)	i	1	i	-2	i	-4	i	i	i	i	-2
14	COc1ccc(N=C2S/C(=C\c3ccc(OC(C)C(=O)O)c(OC)c3)C(=O)N2CCc2c[nH]c3ccccc23)cc1 (configuration not stated)	11*	-14	i	1	i	0	i	i	i	i	.
15	COc1cccc(-c2nn(-c3ccccc3)cc2C(=O)n2nnc3ccccc32)c1	i	-11	i	12	i	0	i	i	i	i	-1
16	N#C/C(=C\C=C\c1ccccc1)C(=O)NCc1cccnc1	i	-2	i	-9	i	1	i	i	i	i	-5
17	COCCNC(=O)c1ccc(C)c(NC(=O)C2=C(C)OCCS2)c1	i	-4	i	3	i	4	i	i	i	i	-3
18	COc1ccc(-n2c3c(cc(C(=O)NCc4ccco4)c2=O)C(=O)CC(C)(C)C3)cc1	i	-11	i	1	i	0	i	i	i	i	0
19	O=C1CSC(=Nc2ccc(Cl)cc2)N1Cc1ccco1	i	-5	i	13	i	2	i	i	i	i	0
20	Cn1c(=O)c2c(O)c(C=NCc3ccccc3)c(=O)n(C)c2n(C)c1=O	i	-6	i	.	i	-24	i	i	i	i	-2
21	CCC(=O)NCCCCNC(=O)CC	i	-12	i	3	i	-1	i	i	i	i	-3
22	Cc1cc(=O)n2nc(N3CCCC(C(=O)NCc4cccc(Br)c4)C3)sc2n1 (configuration not stated)	i	-6	i	3	i	-5	i	i	i	i	-6
23	Cc1ccccc1C(=O)NNC(=O)CCc1ccccc1	i	1	i	-2	i	0	i	i	i	i	-1
24	CCCNC(=O)CCn1c(=S)oc2ccccc21	i	-11	i	-7	i	2	i	i	i	i	-1
25	CCNC(=S)NNC(=O)c1cc(-c2cccc(OC)c2)nc2ccccc12	6*	-20	i	1	i	1	i	i	i	i	-1

Just KCNK3 block, KCNQ1 inh and KCNQ1 pot (two entries from above):
# | Compound | KCNK3 block | KCNQ1 inh | KCNQ1 pot
20 | Cn1c(=O)c2c(O)c(C=NCc3ccccc3)c(=O)n(C)c2n(C)c1=O | i | i | i
21 | CCC(=O)NCCCCNC(=O)CC | i | i | i

One compound at a time, as listed above. Order of screens: KCNQ1 inh, hERG rescue, KCNK3 block, DYRK1A inh, RGS4 pot, GSK3B inh, RGS4 inh, KCNK9 inh, PolyA inhibitor, KCNQ1 pot, GSK3 alpha inh
`COc1ccc(N(CC(=O)Nc2ccc(C)cn2)S(=O)(=O)c2c(C)noc2C)cc1` is listed with i, -19, i, -7, i, -1, i, i, i, i, -1
`O=C1CCCC2=C1C(c1cccs1)n1nc(SCc3ccc(C(=O)O)cc3)nc1N2` (configuration not stated) is listed with i, -4, i, 0, i, 2, i, i, i, i, -5

(continued)
entry	smiles	KCNQ1 inh	hERG rescue	KCNK3 block	DYRK1A inh	RGS4 pot	GSK3B inh	RGS4 inh	KCNK9 inh	PolyA inhibitor	KCNQ1 pot	GSK3 alpha inh
26	O=C(CCC(=O)N1CCN(C2CCCC2)CC1)Nc1nnc(C(F)(F)F)s1	i	-3	i	12	i	2	i	i	i	i	-3
27	Cc1ccc(C(=O)COC(=O)c2ccc(O)cc2)cc1	i	-6	i	-1	i	-1	i	i	i	i	-1
28	CCN(CC)S(=O)(=O)c1ccc(C(=O)N2CCN(c3ncccn3)CC2)cc1	i	-4	i	-3	i	-5	i	i	i	i	1
29	c1coc(-c2nnc3sc(C4CCCCC4)nn23)c1	i	-9	i	8	i	1	i	i	i	i	1
30	Cc1cc(C)c(S(=O)(=O)N(C)c2ccccc2)c(C)c1	i	-10	i	3	i	-1	i	i	i	i	-5
31	CCC1CCCCN1C(=O)CCS(=O)(=O)c1ccc2c(c1)CCN2C(C)=O (configuration not stated)	i	-8	i	1	i	2	i	i	i	i	-2
32	CCOc1ccc(-c2nn3c(-c4ccc(F)cc4)nnc3s2)cc1	i	-7	i	-3	i	-3	i	i	i	i	-3
33	CCc1c(O)nc(SCC(=O)Nc2nc3ccccc3s2)n(-c2ccc(C)cc2)c1=O	i	-11	i	7	i	0	i	i	i	i	-2
34	COc1ccc(C(=O)OCc2c(C)noc2C)cc1	i	-11	i	-3	i	2	i	i	i	i	1
35	Cc1ccc(NC2CCCN(C(=O)c3ccc(-n4ccnc4)cc3)C2)cc1C (configuration not stated)	i	-10	i	7	i	-2	i	i	i	i	-3
36	CCOC(=O)c1cnc2c(cnn2C)c1NCCC(O)C(F)(F)F (configuration not stated)	i	-11	i	12	i	1	i	i	i	i	2
37	CN1CCN(CC(=O)NC2CCCCC2)CC1	i	-13	i	-1	i	3	i	i	i	i	-3
38	COC(=O)CCCC(=O)N1CCCC(N(C)CCc2ccccc2)C1 (configuration not stated)	i	-7	i	-4	i	2	i	i	i	i	2
39	Cc1nnc(SCC(=O)NNC(=O)c2ccco2)n1-c1cccc(Cl)c1	i	-3	i	4	i	-2	i	i	i	i	0
40	CCCS(=O)(=O)c1nc(S(=O)(=O)c2ccc(C)cc2)c(NCc2ccco2)s1	i	-11	i	2	i	-1	i	i	i	i	-2
41	CC1CN(CCOCCSc2ccc(Cl)cc2)CC(C)O1 (configuration not stated)	i	-1	i	-2	i	0	i	i	i	i	0
42	Cc1ccc(/C=C2\SC(=S)N(CCCC(=O)N3CCOCC3)C2=O)cc1	i	-2	i	-4	i	1	i	i	i	i	0
43	CN(Cc1ccncc1)C1CC(=O)N(c2ccc(F)cc2)C1=O (configuration not stated)	i	-12	i	0	i	2	i	i	i	i	.
44	CC(=O)[C@@]1(O)CC[C@H]2[C@@H]3CCC4=CC(=O)CC[C@]4(C)[C@H]3[C@@H](O)C[C@@]21C	i	-4	i	3	i	1	i	i	i	i	-1
45	COc1ccc(CCC(=O)N2c3ccccc3CC2C)cc1 (configuration not stated)	i	-7	i	3	i	0	i	i	i	i	-2
46	COC(=O)COc1ccc(S(=O)(=O)N2CCCCCC2)cc1	i	-6	i	-1	i	-2	i	i	i	i	-1
47	O=C(NCCCN1CCOCC1)/C(=C/c1cccnc1)NC(=O)c1ccccc1	i	-9	i	0	i	0	i	i	i	i	1
48	Clc1ccc(-c2nnc(N3CCOCC3)o2)cc1	i	-5	i	14	i	2	i	i	i	i	6
49	CC(=O)Nc1ccc(S(=O)(=O)NCCSCc2ccccc2Cl)cc1	i	-11	i	10	i	6	i	i	i	i	-1
50	CCOc1ccccc1C(=O)NC(C(=O)Nc1ccccc1N1CCOCC1)C(C)C (configuration not stated)	i	-12	i	-3	i	4	i	i	i	i	-4
51	COc1ccc(NCc2nnc(SCC(=O)Nc3ccc(OC)cc3)n2C)cc1	i	-1	i	2	i	-1	i	i	i	i	-2
52	CCOC(=O)C(C(=O)OCC)C1N=C(N)N=C2Oc3ccccc3N21 (configuration not stated)	i	-5	i	-9	i	9	i	i	i	i	-3
53	C/C(=N\NC(=O)C12CCC(C)(C(=O)O1)C2(C)C)c1ccccc1O (configuration not stated)	i	-16	i	0	i	2	i	i	i	i	-1
54	COc1ccc(NC(=S)N(CCCN2CCOCC2)Cc2cn(C)c3ccccc23)cc1	i	-13	i	2	i	0	i	i	i	i	-2
55	COc1cc(/C=C2/CCC/C(=C\c3cc(O)c(OC)c(Cl)c3)C2=O)cc(Cl)c1O	i	-19	i	5	i	2	i	i	i	i	0
56	O=c1c(C/C=C/c2ccccc2)c(O)nc2n1CCCS2	i	-7	i	-4	i	2	i	i	i	i	2
57	COc1ccc(S(=O)(=O)N2CCCCCC2)cc1N(C)S(=O)(=O)c1ccccc1	i	-8	i	2	i	-1	i	i	i	i	3
58	CC(NC(=S)Nc1ccc(S(=O)(=O)N2CCOCC2)cc1)C1CC2CCC1C2 (configuration not stated)	i	-14	i	-1	i	0	i	i	i	i	2
59	O=[N+]([O-])c1cc([N+](=O)[O-])c(Oc2ccc(Cl)c3cccnc23)cc1NN1CCCCC1	i	-8	i	-3	i	1	i	i	i	i	0
60	COc1cccc(NC(=O)C2CC2)c1	.	.	i	-7	.	1	.	.	i	.	-1
61	CCOC(=O)COc1cccc2c(=O)n(CC(=O)N3CCN(C(=O)OCC)CC3)ccc12	i	-6	i	5	i	1	i	i	i	i	-1

High-throughput results from PubChem BioAssay.

This is a subset. The share of hits here may be higher or lower than overall.
